# PMI inhibition: human PMI inhibitors, high substrate, primary screen, biochemical, fluorescence intensity, high mannose 6-phosphate (AID 1220); recombinant PMI enzyme, coupled fluorescence intensity; higher % means a stronger effect; inhibition, % at 20 µM; hits with a dose series show IC50 in µM; actives 0.66% (n = 190,000)
# Yfh1-depleted yeast: mitochondrial function rescue without frataxin homolog – Friedreich's ataxia, plus single-dose screen, dose response (AID 1465). S. cerevisiae Yfh1-off respiration, WST-1 reduction, 72 h; higher fold induction means a stronger effect. fold induction at 50 µM; hits with a dose series show EC50 in µM. actives 0.074% (n = 220,000);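 active = fold induction of absorbance versus untreated yeast above a set limit, then at least 30% activation at any dose in follow-up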;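 note: activators that raise dye reduction in frataxin-depleted yeast; strong numbers were not always called active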
# WT yeast gro inh: growth inhibition of WT yeast, mitochondrial fusion screen. inhibition, % at 10 µM. actives 2.1% (n = 190,000). AID 1362. mitochondrial fusion phenotypic screen, WT strain; in the data active = inhibition above about 58%; tested in S. cerevisiae
# P. falciparum M1AAP: malaria alanyl aminopeptidase activity blockers – biochemical, fluorogenic H-Leu-NHMec substrate, 1536-well (AID 1445). recombinant M1AAP, H-Leu-NHMec fluorogenic kinetic assay; higher % means a stronger effect. inhibition, % at 30 µM; hits with a dose series show IC50 in µM. actives 0.42% (n = 220,000);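 active = primary inhibition above the hit cutoff, then over 50% inhibition at one or more dose response concentrations, cut at about 23% in these data, passing the limit was not always enough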;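 note: plate controls were DMSO full reaction for no effect and no enzyme background for full effect; strong numbers were not always called active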
# TNAP activation fold: human TNAP enzyme activators, primary screen, biochemical, luminescent, no phosphate acceptor, uHTS (AID 1001) | purified TNAP, luminescent activation assay, no phosphate acceptor; higher activation fold means a stronger effect | actives 0.03% (n = 200,000) | activation fold at 20 µM; hits with a dose series show EC50 in µM; in the data active = activation fold from about 3, or a potency from the dose series; inactive = the rest, 99 in 100 with activation fold below about 1.6; note: many of its hits are not listed in these tables
# XIAP displacement: XIAP antagonists, biochemical, IAP family, fluorescence polarization (AID 1018). displacement, % at 20 µM, or IC50 in µM where a hit was titrated. actives 0.007% (n = 200,000). XIAP BIR domain, fluorescence polarization peptide displacement; higher % means a stronger effect; in the data active = displacement above about 50%; note: a part of the inactive calls stands beside numbers as strong as those of hits
# M17LAP inhibition: P. falciparum M17LAP inhibitors, primary screen, biochemical, fluorogenic H-Leu-NHMec substrate, 1536-well (AID 1619); inhibition, % at 30 µM, or IC50 in µM where a hit was titrated; actives 0.38% (n = 220,000); recombinant M17LAP, H-Leu-NHMec fluorogenic kinetic assay; higher % means a stronger effect;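 active = compound inhibiting the enzyme by more than half at any dose during confirmatory dose-response retesting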;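 note: plate controls were full reaction with DMSO carrier for no effect and no enzyme background for full effect; strong numbers were not always called active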
# PMI inhibitors: inhibitors of human PMI, primary screen, biochemical, fluorescence intensity, coupled assay (AID 1209); inhibition, % at 20 µM; hits with a dose series show IC50 in µM; actives 0.42% (n = 190,000); purified PMI enzyme, coupled fluorescence intensity; higher % means a stronger effect;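 note: plate controls were DMSO vehicle for no effect and wells lacking substrate for full effect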
# LYP phosphatase: inhibitors of LYP phosphatase, biochemical, fluorescence intensity, uHTS (AID 1779). recombinant LYP phosphatase, fluorescence intensity; higher % means a stronger effect. inhibition, % at 11.5 µM; hits with a dose series show IC50 in µM. actives 0.054% (n = 290,000);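 note: plate controls were vehicle with enzyme for no effect and no enzyme for full effect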
# WT yeast gro inh mutant strain: second read-out of WT yeast gro inh, no call of its own (marks repeat the call); inhibition, %; mitochondrial fusion phenotypic screen, mutant strain inhibition
# Active calls of the source: *; i = inactive; · = no result given. Cut-off read from the data, not from the text of the source, unless noted: active = inhibition above about 50%; inactive = the rest.
SMILES,PMI inhibition,Yfh1-depleted yeast,WT yeast gro inh,WT yeast gro inh mutant strain,P. falciparum M1AAP,TNAP activation fold,XIAP displacement,M17LAP inhibition,PMI inhibitors,LYP phosphatase
Cn1c(Cn2c(C(F)(F)F)nc3ccccc32)nc2ccccc21,-6%,i,-5,8,-1%,1,-4.3%,5%,-6%,-4%
CCCSc1nnc(NC(=O)c2sc3nc(-c4cccs4)ccc3c2N)s1,5%,i,19,16,15%,1.1,2.1%,-15%,17%,0%
Cc1ccc(C)c(NC(=O)CCC(=O)NNC(=O)c2cccs2)c1,-8%,i,-14,-7,4%,1.1,-8.0%,2%,-18%,-2%
COc1ccc(S(=O)(=O)Nc2ccc(C(F)(F)F)cc2)cc1OC,18%,i,13,10,-1%,1.1,0.8%,9%,18%,-6%
COc1cccc(-n2nc(C(C)=O)c(=O)[nH]c2=O)c1,1%,i,-3,-1,4%,1.1,-9.9%,-20%,-10%,-5%
Nc1ncnc(Nc2ccc(F)c(Cl)c2)n1,·,i,·,·,-1%,·,·,1%,·,-3%
COc1cccc(NC(=O)C2CCCN2C(=O)Nc2ccccc2F)c1 (stereo not given),11%,i,9,15,9%,1.1,-7.5%,-3%,4%,-6%
O=C(CCc1nc2ccccc2c(=O)[nH]1)NCc1ccccn1,0%,i,-12,-19,5%,1,-16%,13%,-11%,-1%
CC(=O)NNC(=O)c1nc(-c2ccccc2)c(C)o1,·,i,·,·,-1%,·,·,12%,·,-11%
OC1(c2cccs2)CN(c2ccccc2)C2=[N+]1CCCC2 (stereo not given),-12%,i,-8,14,10%,1.1,-4.2%,-1%,-10%,-9%
CCCn1c(SCc2ccc(Cl)cc2)nc2c1c(=O)[nH]c(=O)n2C,0%,i,22,23,4%,1.1,-2.3%,-10%,2%,-6%
CC(C)Oc1cc(S(=O)(=O)N2CCCCC2)ccc1N,-7%,i,-4,4,11%,1,-5.3%,4%,-10%,0%
Cc1cccc(NC(=O)c2cnn(C)c2)c1C,0%,i,-8,-10,4%,1.1,-1.4%,5%,-5%,-5%
Cc1ccc[n+](Cc2ccc([N+](=O)[O-])cc2)c1,-6%,i,-12,-3,3%,1.1,0.3%,-7%,-1%,-1%
COCc1cc(C)nc(NCCc2ccccc2)c1C#N,-3%,i,-3,0,-10%,1,-6.7%,4%,7%,-11%
Cc1onc(-c2ccccc2Cl)c1C(=O)NCC(=O)O,-1%,i,1,23,3%,1.1,-2.4%,-1%,-2%,-4%
COc1c(Cl)cc(C(=O)Nc2ccc(Cl)cn2)cc1Cl,-1%,i,17,17,1%,1.1,1.7%,-3%,0%,-1%
Cc1ccc(-c2nc3ncccc3o2)cc1NC(=O)c1cccs1,5%,i,-4,-6,7%,1.1,-4.7%,9%,10%,0%
Cc1ccccc1OCc1nnc(SCc2nc3ccccc3c(=O)[nH]2)n1C,-5%,i,-8,-9,0%,1.1,-7.4%,-2%,-8%,0%
Cc1cc(C)c(OCCOCCN2CCNCC2)c(C)c1,-10%,i,-19,-21,-1%,1.1,-3.2%,3%,-10%,-9%

# Looked up by structure from the entries so far (4):
SMILES,PMI inhibition,Yfh1-depleted yeast,WT yeast gro inh,WT yeast gro inh mutant strain,P. falciparum M1AAP,TNAP activation fold,XIAP displacement,M17LAP inhibition,PMI inhibitors,LYP phosphatase
CCCn1c(SCc2ccc(Cl)cc2)nc2c1c(=O)[nH]c(=O)n2C,0%,i,22,23,4%,1.1,-2.3%,-10%,2%,-6%
CCCSc1nnc(NC(=O)c2sc3nc(-c4cccs4)ccc3c2N)s1,5%,i,19,16,15%,1.1,2.1%,-15%,17%,0%
Cc1ccc(C)c(NC(=O)CCC(=O)NNC(=O)c2cccs2)c1,-8%,i,-14,-7,4%,1.1,-8.0%,2%,-18%,-2%
Cc1cc(C)c(OCCOCCN2CCNCC2)c(C)c1,-10%,i,-19,-21,-1%,1.1,-3.2%,3%,-10%,-9%

# Later entries.
SMILES,PMI inhibition,Yfh1-depleted yeast,WT yeast gro inh,WT yeast gro inh mutant strain,P. falciparum M1AAP,TNAP activation fold,XIAP displacement,M17LAP inhibition,PMI inhibitors,LYP phosphatase
C=CCn1c(CCC)nc2ccccc21,2%,i,5,9,-2%,1,-4.1%,3%,2%,-3%
COc1cccc2cc(C(=O)N3CCN(C(=O)c4ccccc4)CC3)c(=O)oc12,-15%,i,-16,-1,6%,1.1,-0.1%,19%,-19%,-3%
CCc1ccc(NC2=NCC(=O)N2c2ccc3c(c2)OCCO3)cc1,11%,·,-1,12,0%,1.1,-1.4%,-5%,8%,-6%
CCCCNC(=O)c1ccc(NC(=O)C2CCCO2)cc1 (stereo not given),-10%,i,-4,1,6%,1,-4.8%,10%,-4%,-5%
CC(C(=O)NCCc1nc2ccccc2[nH]1)n1cc([N+](=O)[O-])cn1 (stereo not given),1%,i,-16,-10,8%,1,4.8%,1%,1%,-3%
O=C(NCCN1CCOCC1)c1sc2ccccc2c1Cl,-1%,i,1,-3,-6%,1,-4.7%,-5%,-7%,-2%
O=C(C1CCCCC1)N1CC(=O)N2CCc3ccccc3C2C1 (stereo not given),-5%,·,-9,9,12%,1.1,-4.3%,-10%,-6%,-5%
O=C(Nc1ccc(Cl)c(Cl)c1)N(Cc1cccnc1)Cc1ccco1,9%,·,16,16,2%,1.1,-1.6%,-8%,8%,-6%
O=C(COc1ccccc1)NC(=S)Nc1cccc([N+](=O)[O-])c1,-4%,i,-3,-9,2%,1,-5.3%,16%,8%,0%
CN(c1ccccc1)S(=O)(=O)c1cc(C(=O)OCC(=O)N2CCN(C(=O)c3ccco3)CC2)ccc1Cl,-11%,i,-22,9,5%,1.1,-9.5%,0%,-17%,-5%
O=C(Nc1ccc(NC(=O)c2cccs2)c(Cl)c1)c1ccco1,-4%,i,-4,-21,4%,1.1,-0.8%,7%,-4%,1%
CCNC(=S)NCc1ccc2[nH]c(C)cc2c1,20%,i,2,-16,2%,1.1,-9.6%,2%,4%,-4%
COC(=O)c1ccc2c(c1)S(=O)(=O)NC(=NCc1ccco1)S2,0%,i,-1,3,4%,1.1,-4.2%,-20%,-2%,-4%
NC(CSS(=O)(=O)O)=NCCC12CC3CC(CC(O)(C3)C1)C2,10%,i,7,2,2%,2.5,2.4%,-4%,7%,-7%
COc1ccc(Cl)cc1NC(=O)CN(C)CC(=O)Nc1ccc(Br)cc1,2%,i,40,10,-1%,1,-2.0%,0%,2%,3%
CCOc1ccccc1C(=O)N[C@H](C(=O)NCc1ccccc1)C(C)C,0%,i,-7,-25,5%,1,-1.5%,-4%,-3%,-5%
c1ccc(-c2nccc(-c3ccc(-n4cnc5ccccc54)cc3)n2)cc1,-4%,·,9,4,3%,1,22%,-9%,-4%,2%
Clc1ccc(-c2nc(Cc3ccccc3)no2)cc1,-1%,i,-3,10,5%,1.1,-2.5%,0%,7%,-7%
Cn1c(=O)n(C/C=C/c2ccccc2)c(=O)c2c1nc1n2CCCN1c1ccc(F)cc1,13%,i,19,-27,1%,1,-5.8%,-5%,3%,12%
CCOc1ccc2nc(SCc3ccc(F)cc3)sc2c1,12%,i,37,15,-1%,1.2,-4.2%,7%,23%,-2%
O=C(OCc1ccccc1)N1CCCC1/C=C/CN1CCOCC1 (stereo not given),-7%,i,-4,2,6%,1.1,-4.5%,5%,-5%,-9%
CCn1cc(-c2cc(C(F)(F)F)n3nc(C(=O)O)cc3n2)c(C)n1,4%,i,5,13,6%,1.2,-12%,10%,3%,-3%
CCCCOC1CC(c2ccc(OCc3ccc(OC)cc3)c(OC)c2)N(C)O1 (stereo not given),2%,i,0,-5,5%,1,-7.3%,-7%,5%,2%
OCCN1CCN(c2nc(N3CCCCC3)nc(N3CCCCC3)n2)CC1,-8%,i,19,3,-1%,1,-8.7%,10%,2%,-11%
Cc1onc(-c2ccccc2Cl)c1C(=O)N1CCc2ccccc2C1,3%,i,4,11,2%,1,-3.5%,-2%,11%,-1%
COCCNC(=S)NNC(=O)c1ccc(-n2cnnn2)cc1,10%,i,4,-6,2%,2.1,-4.1%,-1%,1%,-3%
Nn1c(C2CCCCC2)nc2ccccc2c1=O,·,i,·,·,-1%,·,·,0%,·,-6%
CCNC(=O)CN(c1ccccc1)S(=O)(=O)c1ccc(Cl)cc1,-4%,i,13,6,0%,1.1,-5.9%,-4%,-1%,-2%
COc1cc2cc3c(N)c(C(=O)Nc4sc(C)c(C)c4C#N)sc3nc2cc1OC,50%,i,12,-13,0%,0.8,-6.4%,22%,15%,-2%
CCOc1ccc(-c2nnc3ccc(SC(C)C)nn23)cc1,2%,·,10,20,1%,1.1,-0.9%,-3%,12%,2%
O=C(NCc1ccco1)/C(=C\c1cccs1)NC(=O)c1ccccc1,-2%,i,11,3,2%,1,-4.6%,3%,-14%,2%
COC(=O)c1ccccc1NC(=O)Cn1c(SC)c(F)cnc1=O,4%,i,5,4,1%,1.1,-0.7%,3%,14%,-2%
CCOc1ccc(-c2nc(N)ncc2Oc2ccccc2Br)c(O)c1,16%,i,92*,16*,3%,1.1,-3.4%,1%,24%,-1%
O=C(NNC(=O)c1cccnc1SCc1cccc([N+](=O)[O-])c1)c1ccccn1,0%,i,1,5,-12%,2.4,-12%,1%,36%,-11%
COc1cc(CNc2ccc(O)cc2)cc(Br)c1OCc1ccccc1F,57%*,i,13,-2,7%,0.9,-5.6%,14%,32%,4%
CCC(=O)NNc1cc(=O)c2c(=O)n(C)c(=O)n(C)c2[nH]1,20%,i,-2,13,0%,1.1,-4.1%,-9%,16%,-6%
O=C(c1ccco1)N1CCCN(Cc2nc(Cc3ccccc3)no2)CC1,-9%,i,-5,-8,0%,1.1,-1.8%,-2%,2%,-2%
CCCn1c(SCC(=O)Nc2sc(C)c(C)c2C(=O)OC)nc2c1c(=O)n(C)c(=O)n2C,2%,·,·,·,·,1.1,-3.9%,·,10%,2%
CC1CC(C)CN(S(=O)(=O)N2CCC(C(=O)NCc3ccco3)CC2)C1 (stereo not given),-3%,i,-4,13,-8%,1.1,3.1%,-2%,-4%,-9%
Cc1ccccc1-n1c(SCC(=O)N2CCOCC2)nc(O)cc1=O,6%,i,-7,13,0%,1.1,4.2%,7%,12%,5%
Cc1ccc(C2(c3noc(CN(C)CC4CCCCO4)n3)CCCC2)cc1 (stereo not given),13%,i,2,-9,-2%,1,-13%,-9%,17%,0%
O=C(NC1CC1)C1CCCN(C(=O)Nc2ccc(F)cc2)C1 (stereo not given),-2%,i,-6,-10,0%,1.1,-12%,4%,5%,-11%
CCOC(=O)c1cc(-c2ccccc2)sc1NC(=O)C(C)Sc1nnc(C)s1 (stereo not given),4%,i,30,10,8%,1,-1.2%,-21%,3%,3%
CCc1ccc(NC(=O)CSc2nnc(-c3n[nH]c4ccccc34)n2-c2ccccc2)cc1,-9%,i,-6,-14,-3%,0.9,-2.4%,1%,-2%,-5%
CCC(C)NC(=O)c1c(C)cc(=O)oc1C (stereo not given),12%,i,-1,-9,13%,1.1,0.4%,22%,6%,7%
Cc1cccc(N(C)C(=O)c2cc3cc4ccc(C)cc4nc3o2)c1,19%,i,7,12,2%,1,-15%,-2%,14%,7%

# Bioassay records (PubChem)
